sdo1 growth: growth rescue of sdo1-depleted yeast, primary screen, S. cerevisiae, bone marrow failure model. z-score at 10 µM. S. cerevisiae sdo1-depleted JHY4D growth rescue, OD600 30 h; stronger effect = higher value; pdr5 snq2 efflux-pump mutant strain. 140,000 tested, 0.21% active;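 active = z-score above 3 at both the 24 hr and the 30 hr optical density reads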;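 note: z-score against mean and SD of all compound wells on the same plate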
INS promoter inh: inhibitors of insulin promoter-driven GFP, primary screen, imaging, TRM-6 cells (human fetal islet line), eGFP reporter, cell count. reporter expression induced with tamoxifen. inhibition, % at 2 µM. 130,000 tested, 0.9% active. AID 1273, 2008;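 active = inhibition above the mean plus 3 SD, with well images judged a real hit on visual review, cut at about 60% in these data, passing the limit was not always enough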
sdo1 growth Rescue 24 h: recorded beside sdo1 growth, whose call it bears; z-score; S. cerevisiae sdo1-depleted JHY4D growth rescue, OD600; measured here: growth rescue at 24 h;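 0 is the plate mean of compound wells and units are plate SD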
Active calls of the source: *; / = no result given; & = joins results of further samples; [ ] = dose if it differs, or a comment.

The first two records, to show the layout:
mol | INS promoter inh | sdo1 growth Rescue 24 h | sdo1 growth
Cc1cc(NC(=O)COC(=O)CSc2nc3cc(Cl)ccc3n2Cc2ccccc2)no1 | 15 | -1.3 | -2.1
COc1cc(C2NC(=O)NC(C)=C2C(=O)OCC2CCCO2)ccc1O (stereo unspecified) | 6 | 0.37 | 0.66

All compounds of this part (from the top)
mol | INS promoter inh | sdo1 growth Rescue 24 h | sdo1 growth
Cc1cc(NC(=O)COC(=O)CSc2nc3cc(Cl)ccc3n2Cc2ccccc2)no1 | 15 | -1.3 | -2.1
COc1cc(C2NC(=O)NC(C)=C2C(=O)OCC2CCCO2)ccc1O (stereo unspecified) | 6 | 0.37 | 0.66
O=C1O/C(=C\C(=O)N2CCOCC2)c2ccccc21 | / | 1.6&-0.4 | 1.2&0.35
Cc1ccc(OC(=O)c2ccc(Br)o2)cc1 | -43 | 0.14 | 0.93
Cc1ccc2c(c1)cc(CN(Cc1cccnc1)C(=O)NCc1ccccc1)c1nnnn12 | -21 | 1.1 | 0.7
Cc1cc2c(cc(C(=O)O)n2C)s1 | / | -0.67 | 0.47
Cn1c(C(=O)OCC(=O)NCc2cccs2)cc2sccc21 | -3 | -0.67 | -1.3
CCOc1cc(NC(=S)NCCCN2CCOCC2)c(OCC)cc1NC(=O)CC(C)C | / | 0.55 | 0.81

A second format for part of the listing above.
Cc1cc(NC(=O)COC(=O)CSc2nc3cc(Cl)ccc3n2Cc2ccccc2)no1
- INS promoter inh: 15
- sdo1 growth Rescue 24 h: -1.3
- sdo1 growth: -2.1
Cn1c(C(=O)OCC(=O)NCc2cccs2)cc2sccc21
- INS promoter inh: -3
- sdo1 growth Rescue 24 h: -0.67
- sdo1 growth: -1.3
Cc1cc2c(cc(C(=O)O)n2C)s1
- INS promoter inh: /
- sdo1 growth Rescue 24 h: -0.67
- sdo1 growth: 0.47
Cc1ccc(OC(=O)c2ccc(Br)o2)cc1
- INS promoter inh: -43
- sdo1 growth Rescue 24 h: 0.14
- sdo1 growth: 0.93

Continuation.
mol | INS promoter inh | sdo1 growth Rescue 24 h | sdo1 growth
Cc1onc(-c2ccccc2)c1C(=O)OCC(=O)Nc1cc(S(=O)(=O)N2CCOCC2)ccc1Cl | -150 | / | /
CCC(=O)NC(=Nc1nc2ccccc2s1)NC(=O)CC | / | -0.85 | -0.53
COc1ccc(N/C=C\C(=O)c2ccc(Br)cc2)cc1OC | -28 | 0.13 | 0.38
CCC(C)(C)n1nnnc1C(c1ccc(C)cc1)N1CCN(Cc2ccc3c(c2)OCO3)CC1 (stereo unspecified) | 3 | -1.4 | -1.4
Cc1cc([N+](=O)[O-])ccc1NC1CCCC1 | 38 | -0.74 | -0.1
COC(=O)CSc1cc(C)nc(SC)n1 | 63 | 1.8 | 1.6
O=C(COC(=O)c1ccc(O)cc1)NCCCc1ccccc1 | -100 | / | /
CC1C=CCC2C(=O)N(c3cccc(C(=O)N4CCCCCC4)c3)C(=O)C12 (stereo unspecified) | / | -0.42 | -0.51[12.1 µM]
CCC(CC)C(=O)Nc1c2c(nn1-c1ccc(OC)cc1)CS(=O)C2 (stereo unspecified) | / | 0.41 | 0.55
Cc1ccsc1C(=O)N/N=C/c1ccc([N+](=O)[O-])cc1 | 7 | 0.86 | 0.28
Cc1cccc(NS(=O)(=O)c2c(C)n[nH]c2C)c1 | -25 | 0.97 | 0.72
Cc1ccc2c(c1)cc1c(=O)[nH]ncn12 | -7 | -0.8 | -0.49
CCOc1ccc(NC2=NC(C(=O)NCc3ccccc3)CC(=O)N2)cc1 (stereo unspecified) | / | 0.92 | -0.1
COc1ccc(OC)c(C2=NOC(C(=O)Nc3ccccc3SC)C2)c1 (stereo unspecified) | 20 | -1.1 | -1.6
O=C(O)c1ccc(S(=O)(=O)c2ccc3c(c2)C(=O)N(CC2CCCO2)C3=O)cc1 (stereo unspecified) | -71 | -0.07 | 0.21
CC(C)(C)NC(=O)CCCSc1nc2ccccc2s1 | -40 | / | /
Cc1scc(C(=O)N/N=C/c2ccco2)c1C | 26 | 3.6 | 2.3
C=CCn1c(-c2ccc(S(=O)(=O)N3CCOCC3)cc2)csc1=Nc1ccccc1 | -16 | -0.62 | -0.78
S=C(NC1CCCCC1)N1CCc2ccccc2C1 | 7 | 0.45 | -0.4
O=C(N/N=C/c1cc(Br)c(Br)o1)C(O)c1ccccc1 (stereo unspecified) | -48 | 0.08 | -0.07
CC(C)c1ccc(-c2nn(-c3ccccc3)cc2C2C(C#N)=C(N)OC3=C2C(=O)CC(C)(C)C3)cc1 (stereo unspecified) | -24 | 0.75 | -0.27
CCC(C)(C)NC(=O)C(c1ccccn1)N(C(=O)c1csnn1)C1CCCCC1 (stereo unspecified) | -13 | / | /
CCOc1ccccc1NC(=O)Nc1c(C)n(-c2ccccc2)c(=O)n1C | -26 | 0.2 | 1.1
CCOc1cc2c3c(c1)C1(OCCO1)C(=O)N3C(C)(C)CC2C (stereo unspecified) | 50 | 0.31 | -0.06
O=C(NCc1cccnc1)c1cc(Sc2ccc(F)cc2F)nc2ccccc12 | 3 | -1.2 | -1
O=C(Nc1ccc(Br)cc1)c1cccc(S(=O)(=O)Nc2cnc3ccccc3c2)c1 | 8 | -1.7 | -0.87
CC(C)c1cc(C(=O)N2CCN(C(c3ccccc3)c3ccccc3)CC2)no1 | -25 | -0.12 | -0.62
CC(=O)CSc1nc(C(F)(F)F)cc(=O)n1-c1ccccc1 | / | 0.16 | 0.66
CC(C)N=C(NC#N)SCc1ccccc1F | / | 0.41 | 1.8
Cc1ccc(C(=O)CSc2nnc(C(C)C)n2C)cc1C | -64 | / | /
Cc1nc2c(C)cccn2c1/C(O)=C1\C(=O)C(=O)N(CCN2CCOCC2)C1c1cccs1 (stereo unspecified) | -21 | -1.3 | -0.19
CCc1cccc2c(C(=O)CSc3nncn3-c3ccccc3OC)c[nH]c12 | -26 | -0.3 | 0.77

Three compounds already listed, sorted by the value under INS promoter inh, ascending.
mol | INS promoter inh | sdo1 growth Rescue 24 h | sdo1 growth
Cc1ccc(C(=O)CSc2nnc(C(C)C)n2C)cc1C | -64 | / | /
CCc1cccc2c(C(=O)CSc3nncn3-c3ccccc3OC)c[nH]c12 | -26 | -0.3 | 0.77
Cc1nc2c(C)cccn2c1/C(O)=C1\C(=O)C(=O)N(CCN2CCOCC2)C1c1cccs1 (stereo unspecified) | -21 | -1.3 | -0.19

(next part)
mol | INS promoter inh | sdo1 growth Rescue 24 h | sdo1 growth
COc1ccc(N2C(=O)CC(NCc3cccs3)C2=O)cc1 (stereo unspecified) | 30 | 0.12 | 0.24
COc1ccc2cc(C3(C)NC(=O)N(CC(=O)Nc4c(C)n(C)n(-c5ccccc5)c4=O)C3=O)ccc2c1 (stereo unspecified) | / | -0.39 | 0.14
COc1ccc(C2CC(c3cccs3)=NN2C(=O)COC(=O)c2cc3ccccc3cc2O)cc1OC (stereo unspecified) | 24 | -1.3 | -0.32
CCOC(=O)c1sc(C)c2c1NC(c1ccc(Cl)cc1)NC2=O (stereo unspecified) | 15 | -0.96 | -1.4
Cc1csc(NC(=O)CCNS(=O)(=O)c2ccc3c(c2)c(=O)n(C)c(=O)n3C)n1 | 0 | -0.57 | 0.2
CCCCNC(=S)N/N=C1\CCCCc2ccccc21 | -30 | -0.53 | -1.5
O=C(COc1cccnc1[N+](=O)[O-])NC1CCS(=O)(=O)C1 (stereo unspecified) | 13 | 0.99 | 0.74
Cc1c(C(=O)N2CCCCC2)sc(NC(=O)C23CC4CC(CC(C4)C2)C3)c1C#N | -95 | / | /
CCOC(=O)N1CCC(NC(=O)c2cc(C(=O)NCc3cccc(Cl)c3)ccc2CO)CC1 | / | 0.97 | 2.3
O=C(O)CSCNC(=O)CC12CC3CC(CC(C3)C1)C2 | -38 | -0.37 | 0.1
CCN(CC)C(=S)SCC(=O)c1ccc(Br)cc1 | -381 | -2.5 | -1
O=C(NC(=S)NC1CCCCCCCCCCC1)c1cccnc1 | 25 | 0.8 | 0.05
O=C(CCS(=O)(=O)c1cccs1)N1CCN(c2ccc(F)cc2)CC1 | / | -0.7 | 0.54
CC(C)COC(=O)CNc1n[nH]c(=S)[nH]c1=O | -14 | -0.95 | -0.06
CC(C)(C)NC(=O)C1CCN(C(=O)c2ccc(Br)cc2)CC1 | -244 | 0.08 | -0.16
O=C(NCc1ccc2c(c1)OCO2)c1cc(-c2ccccc2)on1 | 48 | 0.1 | -0.32
COc1cc(/C=N/Nc2ccc(Cl)c(C(=O)O)c2)ccc1OC(=O)c1ccco1 | -13 | / | /
NC(=O)c1ccc([N+](=O)[O-])cc1SCc1ccccc1 | 13 | 0 | -0.09
CCC(CC)C(=O)c1c[nH]c(C(=O)NCc2ccncc2)c1 | -7 | / | /
CCCn1c(=O)c2ccccc2n2c(SCC(=O)NCc3cccs3)nnc12 | / | -0.92 | -0.24
CCSc1n[nH]c2nc3c(c(=O)n12)C1(CCCC1)Cc1ccccc1-3 | 5 | -0.47 | -1.5
Clc1ccc(-c2onc3c2CCCC3)cc1 | / | 0.59 | 0.2
COc1ccc(-c2cc(C#N)nc(Oc3ccc(Cl)cc3)n2)cc1 | / | 0.14 | -0.97
COc1ccc(C2C(C(=O)Nc3ccc4c(c3)OCCO4)c3ccccc3C(=O)N2C)cc1 (stereo unspecified) | -10 | -0.67 | -0.57
O=C1OC(Cc2ccccn2)C(=O)C1=C1SCCS1 (stereo unspecified) | -3 | 0.88 | 0.9
CCc1nnc(NC(=O)C(NS(=O)(=O)c2ccc3c(c2)OCCO3)C(C)C)s1 (stereo unspecified) | / | 3 | 2.8
CNC(=O)CC(C(=O)O)c1ccc(OCC(C)C)cc1 (stereo unspecified) | 15 | 1.1 | 1.2
CCN(CC)c1ccc(C(=O)OCC(=O)NC2CCCCC2C)cc1 (stereo unspecified) | -16 | 0.57 | -0.75
Fc1ccc(-c2csc(=S)[nH]2)cc1 | -279 | / | /
CCOC(=O)c1sc(NC(=O)/C=C/c2cnn(CC)c2C)c(C(=O)OCC)c1C | / | -1 | -1.7
NC(=O)c1c(NC(NC(=O)c2ccco2)C(=O)c2ccc(Cl)cc2)sc2c1CCCC2 (stereo unspecified) | -26 | 0.1 | 0.01
CCC1(CC)N([O-])C(C)=C(c2ccccc2)[N+]1=O | 11 | 0.41 | 0.88

A draw from above in order of molar mass, ascending.
mol | INS promoter inh | sdo1 growth Rescue 24 h | sdo1 growth
CCC1(CC)N([O-])C(C)=C(c2ccccc2)[N+]1=O | 11 | 0.41 | 0.88
O=C1OC(Cc2ccccn2)C(=O)C1=C1SCCS1 (stereo unspecified) | -3 | 0.88 | 0.9
NC(=O)c1c(NC(NC(=O)c2ccco2)C(=O)c2ccc(Cl)cc2)sc2c1CCCC2 (stereo unspecified) | -26 | 0.1 | 0.01

Additional compounds
mol | INS promoter inh | sdo1 growth Rescue 24 h | sdo1 growth
COc1ccc(-n2nc(N)c(C(N)=O)n2)cc1 | 30 | / | /
Cc1ccc(C(=O)COC(=O)C2CC(=O)N(c3nc(-c4ccccc4)cs3)C2)cc1 (stereo unspecified) | 32 | 1.8 | 0.62
COc1cc(-c2nc3ccccn3c2/N=C/c2cc(OC)c(OC)c(OC)c2)ccc1O | -17 | / | /
O=C1c2oc3ccccc3c(=O)c2C(c2cccnc2)N1Cc1ccco1 (stereo unspecified) | 38 | -0.96 | -0.34
COc1ccc(C)cc1NC(=O)CN1CCN(c2ccccc2F)CC1 | / | 0.09 | -0.72
Cc1cc(C)c(C)c(OCC(=O)N2CCOCC2)c1 | 3 | -0.6 | 0.86
Cn1c(=O)[nH]c(=O)c2c1nc(Br)n2Cc1ccccc1F | 7 | / | /
CCN(CC)C(=O)CCSc1nnc(-c2ccncc2)o1 | 9 | 1.7 | 1.4
COc1cc(OC)c(OC)cc1/C=N/n1c(C)nnc1C | 50 | 1.8 | 1.5
COc1cc(OC)cc(C(=O)Nc2ccc(S(=O)(=O)Nc3ncccn3)cc2)c1 | -56 | / | /
O=S(=O)(c1ccc(Cl)cc1)N1c2ccccc2Oc2nc3ccccc3nc21 | 10 | 3.1 | -0.09
CCOC(=O)CCCNC(=O)CCNC(=O)c1ccc(OC(C)C)cc1 | 36 | 0 | 0.5
COC(=O)/C(=C/c1ccc2c(c1)c1ccccc1n2C)NC(=O)c1ccccc1 | 35 | -0.06 | -0.74
CS(C)(=O)=NS(=O)(=O)c1ccc(Cl)cc1 | -38 | 2.2 | 1.5
CC(=O)N1C(c2ccccc2O)C[C@]2(C)CC(=O)NC12 (stereo partly specified) | -6 | / | /
COc1ccc(CNn2c(C)nc3ccccc3c2=O)cc1 | / | 0.85 | 0.55
CCCCNC(=O)c1c(O)c2cccc3c2n(c1=O)CCC3 | 12 | -0.94 | -1.2
COc1ccc(Oc2cc(C)nc(Cl)n2)nn1 | 61 | / | /
O=C(CCC(=O)NNC(=S)Nc1ccccc1)NCc1ccccc1 | 24 | -2.6 | -0.99
CCOc1cc2[nH]c(=O)n(CCCCC(=O)NC3CCCCCC3)c(=O)c2cc1OCC | / | -0.13 | -0.77
Cc1c(C(=O)NCc2ccc3c(c2)OCO3)oc2ccc(S(=O)(=O)N3CCC(C)CC3)cc12 | -50 | -1.3 | -1.9
c1cc2c(cc1-c1[nH]ncc1CN1CC3C[C@@H]4CC1C[C@H](C3)C4)OCO2 | 25 | / | /
Cc1ccc2nc(SCC(=O)c3c(C)[nH]c4ccccc34)[nH]c2c1 | 37 | -0.73 | -0.35
Brc1ccccc1OCCOc1cccc2cccnc12 | 57 | -0.87 | -1.2
CC(=O)Nc1ccc(C(=O)OCC(=O)NC2CCCCCCC2)cc1 | 0 | / | /

A portion of the library, so the mix of outcomes need not match the whole.
